ARFGAP1 inhibitor – rat ARFGAP1 inhibition; Q62848; Arfgap1-stimulated ARF1 GTP hydrolysis, GDP FP detection; inhibition, % at 16.5 µM; hit rate 0.26% among 360,000; AID 651572;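 active = inhibition above a per-plate limit, mean inhibition of low control wells plus 3 SD, cut at about 25% in these data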;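 also: 0% = DMSO wells with enzyme and 100% = wells lacking Arfgap1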
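Material: rat Arfgap1 GAP domain (His6, aa 1-136), purified enzyme. Also added: human ARF1(Δ1-17)-GTP substrate. Compound dosing: 16.5 µM single point, 1.26% DMSO. Timing: enzyme reaction 120 min at 25 °C after 20 min preincubation. Signal: GDP detection by fluorescence polarization. Read-out basis: percent inhibition of GAP-stimulated GDP formation, scaled between DMSO and no-Arfgap1 medians.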
NPR1 activator – GC-A (human) enzyme activation | AID 1671463 | activation, % at 10 µM | hit rate 0.14% among 370,000 | P16066 | HEK293 GC-A cells, cGMP TR-FRET, EC30 ANP; 0% at EC30 ANP, 100% saturating ANP; in the data active = activation above about 40%
ASAP1 inh – inhibitors of human ASAP1 ArfGAP activity. Q9ULH1. ASAP1-stimulated ARF1 GTP hydrolysis, GDP FP detection. inhibition, % at 16.5 µM. hit rate 0.19% among 360,000; in the data active = inhibition above about 25%;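 also: 0% = vehicle with enzyme and substrate and 100% = no enzyme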
PG9 Ab binder – PG9 antibody binding by small molecule; hit rate 0.43% among 360,000; TR-FRET gp120-PG9 antibody binding; inhibition, % at 6.7 µM; AID 624416; in the data active = inhibition above about 8.5%
mABHD4 FP – inhibitors of mouse ABHD4; purified mABHD4, FP-Rh probe fluorescence polarization; AID 720543; hit rate 0.54% among 370,000; Q8VD66; inhibition, % at 8.92 µM;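 active = inhibition exceeding the mean over every tested compound plus 3 SD, cut at about 30% in these data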;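 also: 0% = plate median of compound wells and 100% = S159A mutant with DMSO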
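Doses – 8.92 µM, single dose · Material – wild-type mouse ABHD4 protein · Replication – single well per compound (singlicate) · Measure – percent inhibition of probe binding, normalized to plate controls · Schedule – 45 min compound pre-incubation plus 60 min probe step, 25 °C · Detection – fluorescence polarization with parallel and perpendicular emission, 525/598 nm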
GC-B act – GC-B (human) receptor activation; HEK293-GC-B cells, CNP EC30, cGMP TR-FRET; 0% at EC30 CNP, 100% saturating CNP; activation, % at 10 µM; hit rate 0.11% among 370,000;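 active = activation at 10 µM reaching about 35% in either raw or pattern-adjusted values, limit read from the data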
Target sequence (P20594 whole entry, looked up): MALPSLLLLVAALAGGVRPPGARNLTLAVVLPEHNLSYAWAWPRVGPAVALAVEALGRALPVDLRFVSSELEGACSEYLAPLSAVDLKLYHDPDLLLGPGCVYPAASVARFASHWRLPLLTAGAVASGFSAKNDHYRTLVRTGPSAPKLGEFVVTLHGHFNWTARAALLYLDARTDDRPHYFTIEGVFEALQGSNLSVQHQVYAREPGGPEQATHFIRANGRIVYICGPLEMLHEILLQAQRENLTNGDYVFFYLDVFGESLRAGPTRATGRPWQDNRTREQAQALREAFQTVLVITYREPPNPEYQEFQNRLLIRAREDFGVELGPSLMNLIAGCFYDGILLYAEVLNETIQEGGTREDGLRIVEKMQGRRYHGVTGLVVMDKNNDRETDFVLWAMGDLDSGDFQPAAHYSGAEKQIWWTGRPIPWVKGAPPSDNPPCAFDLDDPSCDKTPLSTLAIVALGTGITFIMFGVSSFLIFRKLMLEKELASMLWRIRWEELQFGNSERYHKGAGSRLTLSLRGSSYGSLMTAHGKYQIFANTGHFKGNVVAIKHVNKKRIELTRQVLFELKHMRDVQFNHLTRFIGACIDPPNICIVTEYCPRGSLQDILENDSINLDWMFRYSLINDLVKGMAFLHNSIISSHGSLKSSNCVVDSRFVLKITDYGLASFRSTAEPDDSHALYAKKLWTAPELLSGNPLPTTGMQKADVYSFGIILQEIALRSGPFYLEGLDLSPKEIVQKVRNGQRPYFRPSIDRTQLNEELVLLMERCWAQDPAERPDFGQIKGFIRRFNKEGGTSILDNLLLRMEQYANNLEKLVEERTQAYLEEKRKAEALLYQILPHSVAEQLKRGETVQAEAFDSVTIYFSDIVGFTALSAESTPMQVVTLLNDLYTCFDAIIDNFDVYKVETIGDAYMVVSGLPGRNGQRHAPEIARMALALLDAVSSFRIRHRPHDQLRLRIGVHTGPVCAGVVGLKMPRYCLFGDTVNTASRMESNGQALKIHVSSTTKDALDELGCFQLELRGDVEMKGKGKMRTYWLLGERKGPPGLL
SMARCA2 act – SMARCA2 function activation, primary screen. MG213 cells, MMTV-luciferase reporter, dexamethasone, overnight. activation, % at 9.1 µM. hit rate 1% among 370,000; in the data active = activation above about 7.8%;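 also: 0% = vehicle wells and 100% = reference activator wells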
NR1D1 modulator – Rev-erb alpha (human) modulation; P20393; Rev-erbα–FITC-DNA binding, fluorescence polarization, 90 min; activity, % at 10 µM; hit rate 0.79% among 370,000;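 active = activity above about 14%, limit read from the data; passing the limit was not always enough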;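 also: 0% = DMSO wells with 35 nM protein and 100% = DMSO wells with 750 nM protein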
HTRA1 inh – HTRA1 (human) protease inhibition; Q92743; recombinant HTRA1, FP-rhodamine activity-based probe, fluorescence polarization; inhibition, % at 5.96 µM; hit rate 0.5% among 340,000; AID 504803; in the data active = inhibition above about 36%;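 also: 0% = enzyme with DMSO and 100% = wells lacking enzyme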
rCAG RNA binder – r(CAG) repeat RNA binding | TO-PRO-1 dye displacement fluorescence | hit rate 1.3% among 370,000 | inhibition, % at 3 µM;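 active = inhibition above the plate cutoff, the mean of all test compounds on that plate plus 3 SD, cut at about 35% in these data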;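 also: 0% = DMSO alone and 100% = 100 µM mitoxantrone as full dye displacement; higher means more dye released from RNA so lower well fluorescence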
* marks the source's active call; other numbers are inactive results; x = no result given.

SMILES	ARFGAP1 inhibitor	NPR1 activator	ASAP1 inh	PG9 Ab binder	mABHD4 FP	GC-B act	SMARCA2 act	NR1D1 modulator	HTRA1 inh	rCAG RNA binder
CCn1cc(C(=O)N2CCN(c3ccc([N+](=O)[O-])cc3)CC2)c(=O)c2ccc(C)nc21	12	-1	12	-0.8	1	2	-2	4	3	0
Cc1csc(NC(=O)CSc2nnc(-c3cccs3)n2C)n1	1	0	3	-0.7	-2	2	-2	-1	-4	-2
Cc1ccc(-c2csc3nc(SCC(=O)Nc4ccc(Cl)c(C(=O)O)c4)[nH]c(=O)c23)cc1	10	2	-7	1.1	-39	-2	-2	-4	-27	81*
COC(=O)[C@@H]1CCCN1C(=O)CCc1nnc(CCc2c[nH]c3ccccc23)o1	5	1	1	1.5	1	3	0	0	3	-3
CNC(=S)NCCc1c[nH]c2ccc(OC)cc12	5	0	-11	0.4	-2	9	0	0	-3	1
NNC(=O)c1cc2nc(-c3cccs3)cc(C(F)(F)F)n2n1	-1	0	5	-4.3	-7	-9	6	-1	-36	4
Cc1cc(C(=O)N2CCN(S(=O)(=O)c3ccc(F)c(Cl)c3)CC2)c(C)o1	-4	-6	-9	-1.2	-8	-3	-2	-2	-1	1
COc1ccc(/C=C/C(=O)Nc2ccccc2F)cc1S(=O)(=O)N1CCOCC1	-13	3	1	0.5	-8	3	-5	4	-1	6
C=CCN1C(=O)[C@@H](CC(=O)N2CCN(C(=O)c3ccco3)CC2)[C@]2(C(=O)OCC)CCCCC/C=C/12	x	1	x	x	-2	3	-1	-2	x	3
CC(=O)Nc1c(Cl)c2c(c(Cl)c1Br)-c1ccc(Cl)cc1C2	-5	11	-4	2.1	7	-4	0	2	-5	5
COC1C(C)=C(C)C(=O)N1Cc1ccc(F)cc1 (centres undefined)	-2	4	4	-0.3	1	-1	-2	1	3	-7
CCn1c(C(O)c2ccc3c(c2)OCO3)nc2ccccc21 (centres undefined)	2	-4	-4	-0.2	0	-7	-3	-5	2	-1
CC(C)CN(C(=O)COc1ccc(-c2nnco2)cc1)C1CCS(=O)(=O)C1 (centres undefined)	-7	1	-5	-2.9	1	-1	0	-4	1	0
CC(C(=O)O)N(C(=O)c1ccccc1)c1ccc(F)cc1 (centres undefined)	-10	-1	7	-0.1	4	-5	-3	0	5	-1
N#Cc1ccc(N2CCN(c3ccc(F)cc3)CC2)cc1	0	4	0	0.0	-2	-1	1	4	-1	-5
CCOC(=O)c1[nH]c2ccc(OC)cc2c1N=CN(C)C	-3	-4	18	-1.3	7	-2	-2	-4	5	-4
CCOC(=O)c1cnn(-c2ccccc2)c1-n1cccc1C(=O)C(=O)Nc1ccc(OC)cc1	-2	0	0	-2.7	-24	-5	0	-8	-13	-3
C[C@H](CO)N1C[C@H](C)[C@@H](CN(C)C(=O)Nc2ccccc2)Oc2c(NS(=O)(=O)c3cn(C)cn3)cccc2C1=O	-18	-3	-5	0.6	-2	-1	-1	-3	0	4
C=CCn1c(=O)/c(=C2/SC(C)=C(C)N2CC)s/c1=C1/C(=O)N(CC)C(=S)N1c1ccccc1	-10	-8	8	0.5	5	-2	1	0	1	0
CN(C)S(=O)(=O)c1cccc(NC(=O)c2ccccc2OCc2ccc(F)cc2)c1	3	2	3	-0.8	-7	4	-1	3	-57	6
Cc1ccc(C(=O)NC2(O)C(=O)c3ccccc3C2=O)cc1C	22	0	24	-0.5	2	-1	5	2	4	2
O=C(O)C(Cc1ccccc1)N=C(NS(=O)(=O)c1ccccc1)c1ccccc1 (centres undefined)	3	1	-9	1.9	-1	-1	-2	-3	-6	4
CC1CCCC(NC(=S)Nc2cccc(S(=O)(=O)N(C)C)c2)C1C (centres undefined)	4	1	-13	0.3	-9	0	-4	-1	-8	5
COc1ccccc1P(=O)(c1ccccc1)c1ccccc1NC(C)=O (centres undefined)	0	7	4	0.5	-20	3	-2	4	-1	-5
COc1ccc(Cc2nnc(NC(=O)c3ccc(C)cc3)s2)cc1OC	9	2	-2	1.0	-9	3	-3	-1	0	-2

Carrying on.
SMILES	ARFGAP1 inhibitor	NPR1 activator	ASAP1 inh	PG9 Ab binder	mABHD4 FP	GC-B act	SMARCA2 act	NR1D1 modulator	HTRA1 inh	rCAG RNA binder
Cc1cccc(N=C2C(=O)Nc3c(Cl)cccc32)c1	1	0	5	-0.9	0	3	0	-1	-1	2
CCOC(=O)N1CCN(C(=O)c2cccc(NC(=O)c3ccco3)c2)CC1	4	0	1	0.4	1	5	-1	1	-4	-7
CC(=O)NC(CSc1cc(C)nc2ccc(Br)cc12)C(=O)O (centres undefined)	-9	16	-2	21*	3	18	0	2	-2	3
COc1cccc(-c2ncc3ccccn23)c1	-1	0	-3	-1.8	6	5	5	2	3	7
O=C(CN1C(=O)NC2NC(=O)NC21)NN=C1CCCC1 (centres undefined)	-9	-5	3	-3.7	-2	3	2	-4	1	3
COCCCNC(=O)CN(Cc1ccccc1)S(=O)(=O)c1ccccc1	-10	4	-7	-1.0	0	4	-1	-5	3	-7
CCOc1ccc2[nH]c(=O)c(CN(Cc3ccc(C)cc3)C(=O)N3CCCC3)cc2c1	3	-5	6	0.9	10	-5	5	-9	3	0
CCOC(=O)C(CCC(=O)O)(CCC(C)C)c1csc(N)n1 (centres undefined)	-5	3	-18	-1.9	2	6	-4	-2	-4	4
COc1ccc2[nH]c(=O)c(CN(CC3CCCO3)C(=S)Nc3ccc(C)cc3)cc2c1 (centres undefined)	-12	-2	8	0.5	-1	-4	1	1	-19	3
Cc1ccc(S(=O)(=O)N(C)C[C@H]2Oc3ncc(-c4ccccc4)cc3C(=O)N([C@@H](C)CO)C[C@@H]2C)cc1	-4	2	-10	-1.3	5	0	-3	8	-11	4
COc1ccc(-c2cc(C)no2)cc1S(=O)(=O)NCCc1ccco1	11	2	7	-1.4	6	-1	-2	-3	0	14
CCCCN(C)CCNC(=O)C(=O)c1c(C)[nH]c2ccccc12	-4	-1	11	-0.3	2	7	-2	-4	9	-2
O=C(COc1cccc2c1CCNC2=O)Nc1ccc(Cl)cc1	10	-3	4	0.9	1	-12	-5	-3	-3	2
Cn1c2ccccc2c2n[nH]c(=O)nc21	-1	10	-3	0.4	2	1	-2	-2	0	2
CS(=O)(=O)Oc1ccc(/C=N/NC(=O)c2ccncc2)cc1	12	-3	-9	-1.6	0	-2	-3	-1	7	1
Cc1ccc(NS(=O)(=O)c2ccc(Cl)s2)cc1S(=O)(=O)N(C)C	-1	1	-9	1.9	8	6	-4	1	-10	24
CN(C)c1nc(N)nc(CSc2ccccn2)n1	6	-3	-9	2.3	-1	5	-2	-3	0	-3
Cc1c(Br)c([N+](=O)[O-])nn1CC(=O)Nc1ccc(C(C)C)cc1	-4	1	0	-2.4	-11	3	-4	-6	-8	13
CCN(CC)CCn1c2c(c(SCC(=O)Nc3ccc4c(c3)OCO4)nc1=O)CCC2	-1	0	-17	0.3	3	3	-1	-3	0	-5
C=CCOc1c(OC)cc(/C=N/Nc2cccc(C(=O)O)c2)c(Br)c1Br	-8	-6	8	-2.6	26	0	5	5	-15	51*
O=C(NC1CCCCC1)c1cc(-n2cnnc2)ccc1Cl	-6	-2	8	-2.0	-3	0	1	7	2	1
COc1ccc(NC(=S)NN2CCN(C)CC2)cc1OC	-8	-4	2	-0.2	-6	8	-1	1	3	2
CCOC(=O)c1c(C)[nH]c(C(=O)CSc2nnc(-c3cccs3)n2Cc2ccccc2)c1C	-7	8	-4	0.4	-8	15	-3	-1	-22	5
O=C1NCCN1CCNS(=O)(=O)c1ccccc1[N+](=O)[O-]	4	-1	-5	-0.5	5	1	-2	-1	1	3
COc1cccc(NC(=O)C(C)C)c1	-8	4	2	1.1	2	6	0	-7	0	1

The list continues.
SMILES	ARFGAP1 inhibitor	NPR1 activator	ASAP1 inh	PG9 Ab binder	mABHD4 FP	GC-B act	SMARCA2 act	NR1D1 modulator	HTRA1 inh	rCAG RNA binder
O=C1CCC(=O)N1OCCCOc1ccc2c(c1)CCC2	3	6	10	0.3	0	4	2	0	0	0
O=C(c1ccco1)N(Cc1cccs1)C1CCS(=O)(=O)C1 (centres undefined)	8	6	7	-0.9	-6	4	1	-2	-3	1
CC(=O)c1sc(NC(=O)C2(F)C(F)(F)C(F)(F)C(F)(F)C(F)(F)C2(F)F)nc1C	3	4	4	0.6	-26	3	-7	-4	-9	18
Cc1cc(NC(=O)c2ccc(Cn3nc(C)c(Br)c3C)o2)no1	10	5	-10	1.9	-3	2	-1	-1	-2	-5
CC(C)(C)C(=O)Nc1nnc(CC(=O)NCc2ccccc2)s1	5	3	4	-2.7	-3	4	-3	-2	8	-3
Cc1ccc(-n2ncc(C(=O)N3CCN(C(=O)c4ccco4)CC3)c2-n2cccc2)cc1	5	1	3	-0.5	8	-5	-1	-1	1	-6

Screening data deposited in PubChem BioAssay by several laboratories.

An unsorted share of the library; overall some 4.4% were active at least once.
